EWS-Fli inh – blocks EWS/Fli oncoprotein-driven transcription. A673 NR0B1-luciferase reporter, viability-normalised. inhibition, % at 12.6 µM. 350,000 compounds, 0.67% hits. AID 651661;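 active means mean inhibition of at least 50% after viability correction, with every replicate also passing that limit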;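 further: firefly luciferase signal divided by Alamar Blue viability fluorescence both relative to DMSO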
PAX8 reporter – lowers PAX8-driven luciferase in RMG-I cells; RMG-I TPO-luciferase reporter, SteadyGlo, 24 h; 360,000 compounds, 1.2% hits; inhibition, % at 12.6 µM;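 active means mean replicate inhibition at least 60% with every replicate also reaching 60%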;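 further: luciferase light reporting Pax8 driven TPO promoter activity; plate controls were median of neutral control wells for no effect and mitoxantrone controls for full effect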
S100A4 MyoIIA – S100A4-myosin IIA interaction inhibition | P26447 | S100A4/TAMRA-MyoIIA peptide fluorescence polarization | 360,000 compounds, 0.14% hits | inhibition, % at 10.7 µM;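 active means mean inhibition of at least 70% across replicates, with every replicate also reaching that level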
Target sequence (P26447 whole entry, looked up): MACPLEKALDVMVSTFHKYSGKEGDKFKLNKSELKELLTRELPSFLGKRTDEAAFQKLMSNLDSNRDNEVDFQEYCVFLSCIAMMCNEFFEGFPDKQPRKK
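Material: S100A4 monomer protein / Buffer or medium: 50 mM HEPES pH 7.2, 10 mM CaCl2, 100 mM KCl / Times: 5 min incubation before reading / Benchmarks: neutral control DMSO, positive control TFP / Reagent: labelled myosin peptide probe, 5 nM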
LGR2 inh – blocks bursicon-induced cAMP signaling via Drosophila LGR2 | inhibition, % at 9.99 µM | 380,000 compounds, 0.35% hits | HEK293 LGR2, CRE-luciferase, bursicon-stimulated, 4 h | AID 720647;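 active means drop in luminescence signal, shown as inhibition above about 50% in the replicate tests, limit read from the data, passing the limit was not always enough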;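 further: agonist challenge used bursicon conditioned medium at about half maximal strength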
PglD inh – blocks C. jejuni PglD acetyltransferase activity; inhibition, % at 12.5 µM; 360,000 compounds, 0.098% hits; AID 602405; purified PglD enzyme, DTNB colorimetric CoA detection; in the data active means inhibition above about 16%, passing the limit was not always enough; further: strong numbers were not always called active
PGC1a acetyl inh – modulators of PGC1a acetylation | inhibition, % at 15.6 µM | U2OS PGC1a acetylation, AlphaScreen anti-acetyl-lysine; with virally co-expressed GCN5 acetyltransferase | 350,000 compounds, 0.17% hits;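 active means every replicate shows inhibition of at least 40%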;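 further: 0% = neutral control wells and 100% = positive control wells; some results beyond the cut were filed as inactive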
ERAP1 inh – inhibitors of human ERAP1 aminopeptidase; Q9NZ08; recombinant ERAP1, Leu-AMC fluorescence, 60 min; inhibition, % at 10.7 µM; 340,000 compounds, 0.15% hits;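 active means mean replicate inhibition of at least 30%, or all replicates individually reaching that 30% level; inactive means mean below 30% and not every replicate reaching it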;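 further: 0% = neutral control wells and 100% = L-leucinethiol positive control wells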
Target sequence (Q9NZ08 whole entry, looked up): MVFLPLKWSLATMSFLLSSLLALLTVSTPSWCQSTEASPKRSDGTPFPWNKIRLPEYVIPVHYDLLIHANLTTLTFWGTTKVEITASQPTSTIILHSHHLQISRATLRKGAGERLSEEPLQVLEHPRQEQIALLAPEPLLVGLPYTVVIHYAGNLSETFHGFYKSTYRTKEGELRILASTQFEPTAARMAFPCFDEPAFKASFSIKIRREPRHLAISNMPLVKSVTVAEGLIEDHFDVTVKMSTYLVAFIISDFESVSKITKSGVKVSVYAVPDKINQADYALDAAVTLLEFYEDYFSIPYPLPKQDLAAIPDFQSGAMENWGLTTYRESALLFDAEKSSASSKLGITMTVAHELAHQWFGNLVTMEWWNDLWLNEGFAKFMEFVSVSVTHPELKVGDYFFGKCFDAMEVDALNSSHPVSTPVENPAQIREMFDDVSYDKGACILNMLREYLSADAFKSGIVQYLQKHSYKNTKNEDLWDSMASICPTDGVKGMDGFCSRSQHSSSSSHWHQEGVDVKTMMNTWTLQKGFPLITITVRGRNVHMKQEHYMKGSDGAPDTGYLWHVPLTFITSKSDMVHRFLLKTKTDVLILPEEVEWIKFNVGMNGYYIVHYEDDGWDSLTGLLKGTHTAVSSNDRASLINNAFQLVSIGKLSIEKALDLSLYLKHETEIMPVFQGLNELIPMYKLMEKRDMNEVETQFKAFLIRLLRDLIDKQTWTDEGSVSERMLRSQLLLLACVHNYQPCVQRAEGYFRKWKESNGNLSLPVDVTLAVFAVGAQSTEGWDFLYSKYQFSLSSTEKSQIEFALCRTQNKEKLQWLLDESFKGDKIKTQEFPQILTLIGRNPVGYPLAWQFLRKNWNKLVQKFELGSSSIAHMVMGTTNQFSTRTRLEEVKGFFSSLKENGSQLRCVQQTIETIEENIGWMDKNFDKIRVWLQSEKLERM
FN deposit inh – fibronectin deposition inhibition. AH1F fibroblasts, Alexa488-fibronectin deposition fluorescence, overnight. 350,000 compounds, 0.086% hits. inhibition, % at 12.6 µM;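 active means mean inhibition across replicates of 30% or more, regardless of how many single replicates reach that level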;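 further: positive control wells lacked labelled fibronectin entirely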
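Schedule: 1 h cell adhesion before compound, then overnight fibronectin incubation; test system: AH1F fibroblast monolayer depositing Alexa488-labelled fibronectin into matrix; quantity: 10000 AH1F cells per well; probe or stimulus: fluorescent fibronectin at 24 nM final; signal: fluorescence, ex 485 nm, em 525 nm; evaluation: percent inhibition as loss of matrix-bound fibronectin fluorescence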
* = called active by the depositor; x = no result given.

SMILES	EWS-Fli inh	PAX8 reporter	S100A4 MyoIIA	LGR2 inh	PglD inh	PGC1a acetyl inh	ERAP1 inh	FN deposit inh
O=C(C[C@@H]1C=C[C@@H](NC(=O)c2ccncc2)[C@@H](CO)O1)NCCc1ccncc1	3	x	-7	7	-2	-3	-1	-4
O=C(CNC(=O)c1ccc(Br)o1)NNC(=O)c1ccccc1F	-3	0	5	5	3	-2	-1	x
CCNC(=O)C1(C)CCN(Cc2cccc(Oc3ccccc3)c2)C1 (stereo unspecified)	7	17	-6	0	11	-16	1	x
CC(=O)N1CSCC1C(=O)NNS(=O)(=O)c1ccccc1 (stereo unspecified)	4	-13	-3	6	6	-2	x	2
C=CCn1c2ccccc2c2nnc(SCC(=O)OC)nc21	4	8	-2	6	0	8	-1	5
C[C@H]1CCCCO[C@@H](CN(C)C(=O)Nc2cccc3ccccc23)[C@@H](C)CN([C@@H](C)CO)C(=O)c2cc(NS(=O)(=O)c3ccccc3)ccc2O1	8	39	-11	27	3	16	1	-2
COc1ccc(Cl)cc1C(=O)NNC(=O)COC(=O)CCN=C1NS(=O)(=O)c2ccccc21	1	6	-5	-6	-11	-3	3	1
Nc1nnc(SCC(=O)Nc2cc(S(=O)(=O)N3CCOCC3)ccc2N2CCCC2)s1	-1	-2	-4	-11	-2	6	-7	0
Cc1ccc(C(=O)NCc2n[nH]c(=S)n2-c2ccccc2)cc1[N+](=O)[O-]	-3	10	-3	-1	6	10	1	-2
C[C@H](CO)N1C[C@H](C)[C@@H](CN(C)C(=O)CC2CC2)Oc2cc(C#CC3CC3)ccc2S1(=O)=O	-8	x	-4	2	0	-5	-2	-29
CC(C)(C)C(=O)NC1(C(F)(F)F)NC(=O)N(c2ccccc2F)C1=O (stereo unspecified)	9	19	-10	-1	x	2	18	0
CCOC(=O)NC1(C(F)(F)F)NC(=O)N(c2ccc(F)cc2)C1=O (stereo unspecified)	2	4	21	-12	x	4	3	-3
CO[C@H]1CN(C)C(=O)c2cc(NC(=O)c3cnccn3)ccc2OC[C@H](C)NC[C@H]1C	2	x	0	-8	3	0	0	3
C[C@@H](NC(=O)C[C@H]1CC[C@H](NC(=O)CN2CCOCC2)[C@H](CO)O1)c1ccccc1	-3	-3	3	-4	-1	-1	-2	-26
O=c1nc(/C=C/c2ccccc2C(F)(F)F)cc(C(F)(F)F)[nH]1	11	9	1	6	-6	-4	-1	9
CN1c2ccc(-c3cccc(F)c3)cc2[C@H]2[C@H](CCN2C(=O)C2CC2)[C@H]1CO	-19	-12	-26	8	2	2	1	3
Cc1nc(C(=O)NC2CC2)sc1C1(C)CC(c2cccc([N+](=O)[O-])c2)=NO1 (stereo unspecified)	2	22	x	0	5	x	x	-8
O=C(c1cc2ccccc2cc1O)N1CCN(c2ccccn2)CC1	4	16	-4	13	0	-4	3	12
Cc1[nH]c(=O)c(Cc2ccccc2)c(O)c1C#N	7	21	-1	7	-1	6	x	0
CCN(CC(=O)Nc1c(F)cccc1F)C(=O)C1CC(=O)N(c2ccccc2OC)C1 (stereo unspecified)	-5	-7	-4	13	-4	3	-5	3
CC12CCC(=O)N1C(C(=O)Nc1ccccc1N1CCOCC1)CS2 (stereo unspecified)	-1	10	-3	-6	4	x	-2	-2
CCCCOC(=O)Nc1nnc(C(C)C)s1	-71	-144	-10	-87	x	-3	-2	-3
CN1CCC(N(C)C(=O)c2ccccc2F)CC1	8	22	4	6	7	x	-1	-2
C[C@@H]1CCCCO[C@H](CN(C)C(=O)CCCN(C)C)[C@@H](C)CN([C@H](C)CO)C(=O)c2cc(NS(=O)(=O)c3ccc(Cl)cc3)ccc2O1	-2	-21	3	-6	-5	2	-4	-3
Cn1c(=O)c(C(=O)CN2CCN(Cc3ccc4c(c3)OCO4)CC2)c(N)n(Cc2ccccc2)c1=O	5	0	-1	-1	x	-2	-2	7

Record cards (already shown):
Results for C[C@@H]1CCCCO[C@H](CN(C)C(=O)CCCN(C)C)[C@@H](C)CN([C@H](C)CO)C(=O)c2cc(NS(=O)(=O)c3ccc(Cl)cc3)ccc2O1 = EWS-Fli inh = -2; PAX8 reporter = -21; S100A4 MyoIIA = 3; LGR2 inh = -6; PglD inh = -5; PGC1a acetyl inh = 2; ERAP1 inh = -4; FN deposit inh = -3
Results for CN1c2ccc(-c3cccc(F)c3)cc2[C@H]2[C@H](CCN2C(=O)C2CC2)[C@H]1CO = EWS-Fli inh = -19; PAX8 reporter = -12; S100A4 MyoIIA = -26; LGR2 inh = 8; PglD inh = 2; PGC1a acetyl inh = 2; ERAP1 inh = 1; FN deposit inh = 3

Returning to the listing; the three compounds before the break are reprinted first.
SMILES	EWS-Fli inh	PAX8 reporter	S100A4 MyoIIA	LGR2 inh	PglD inh	PGC1a acetyl inh	ERAP1 inh	FN deposit inh
CN1CCC(N(C)C(=O)c2ccccc2F)CC1	8	22	4	6	7	x	-1	-2
C[C@@H]1CCCCO[C@H](CN(C)C(=O)CCCN(C)C)[C@@H](C)CN([C@H](C)CO)C(=O)c2cc(NS(=O)(=O)c3ccc(Cl)cc3)ccc2O1	-2	-21	3	-6	-5	2	-4	-3
Cn1c(=O)c(C(=O)CN2CCN(Cc3ccc4c(c3)OCO4)CC2)c(N)n(Cc2ccccc2)c1=O	5	0	-1	-1	x	-2	-2	7
Cc1ccccc1CN1CCCNC1=O	x	x	x	15	-1	-1	x	6
COc1ccc(CN2CCN(S(=O)(=O)c3ccc(C)cc3)CC2)cc1OC	10	8	1	x	x	x	0	-7
CN1CCCCN2[C@@H](CO)[C@@H](c3ccc(/C=C/c4ccccc4)cc3)[C@@H]2C1	-40	-4	-8	-11	3	-25	2	x
COc1cc(/C=N/NC(=O)c2ccc(NS(=O)(=O)c3cccs3)cc2)cc(OC)c1O	6	6	19	-7	-4	0	-2	-1
CCN(CC)S(=O)(=O)c1cccc(NC(=O)CCNC(=O)c2ccc([N+](=O)[O-])cc2)c1	3	24	2	-3	2	10	0	-4
Cn1c(CCN2CCN(c3ccccn3)CC2)nc2cc(NS(=O)(=O)c3ccccc3)ccc21	x	72*	3	9	0	15	0	1
CCCNC(=O)N1[C@H](C#N)[C@@H](c2ccc(-c3ccccc3F)cc2)[C@@H]1CO	10	-15	11	6	-3	-4	-4	9
C[C@@H]1CN([C@H](C)CO)C(=O)c2cc(-c3cccc(F)c3)cnc2O[C@@H]1CN(C)C(=O)C1CCCCC1	-5	x	4	0	2	-8	4	x
O=C(CCCCl)NC(=S)Nc1cc(C(F)(F)F)ccc1N1CCOCC1	6	-7	-5	0	x	x	-5	-2
COc1cc(C2c3[nH]c4ccccc4c3C[C@@H]3C(=O)N(Cc4ccco4)CC(=O)N23)cc(OC)c1OC (stereo partly specified)	4	30	-3	-1	-2	-1	0	9
COc1cc(C2/C(=C(\O)c3ccc4c(c3)OCCO4)C(=O)C(=O)N2Cc2ccccc2)ccc1O (stereo unspecified)	x	-5	-1	-4	-6	-14	4	-1
CCN1C(=O)N[C@@H](c2ccc(Br)cc2)C(C(C)=O)=C1C	1	-6	-5	0	-1	1	5	0
CC(=O)[C@@]1(O)C(C)CC2C3C=C(C)C4=Cc5c(cnn5-c5ccccc5)C[C@]4(C)C3C(O)C[C@@]21C (stereo partly specified)	50	32	2	12	3	x	-1	-2
O=C(C[C@H]1C[C@@H]2c3cc(NC(=O)C4CCC4)ccc3O[C@@H]2[C@@H](CO)O1)NCc1ccc(Cl)cc1	1	9	-1	-6	0	4	-1	x
CN(C)CCNc1oc(-c2ccccc2F)nc1C#N	-7	-2	-1	0	-3	-4	0	3
O=C(Cn1sc2ccccc2c1=O)Nc1ccccc1	17	4	3	-4	2	x	x	x
Cc1c(C(=O)NCC2CCCO2)sc2nc(-c3ccccc3)cn12 (stereo unspecified)	-65	-62	-1	-51	-4	-6	16	12
CCCCn1c(N)c(NCCC)c(=O)[nH]c1=O	x	-9	x	7	3	-4	x	0
CCOc1cc(C2NC(=O)N(C)C(C)=C2[N+](=O)[O-])ccc1OC(C)=O (stereo unspecified)	4	7	3	x	x	x	0	-16
CC(C)(C)c1[nH]ncc1[N+](=O)[O-]	-3	11	0	-5	x	x	6	-30
Cc1ccc(C)c(OCc2nc3ccc(S(=O)(=O)Nc4c(C)n(C)n(-c5ccccc5)c4=O)cc3[nH]2)c1	10	25	-1	13	4	5	0	x
CN1C(=O)[C@H]2[C@@H](c3ccccc3)N[C@]3(CCCN(Cc4ccc(F)cc4)C3=O)[C@H]2C1=O	-2	14	-4	13	2	4	1	5
CCOc1ccccc1OCCC(=O)N1CCN(S(=O)(=O)c2ccccc2[N+](=O)[O-])CC1	-35	12	2	-1	-2	-9	3	-13
CCOC(=O)c1[nH]cnc1C(=O)Nc1ccc(F)cc1	17	-2	2	9	x	x	2	-5
O=C(Nc1cccc(F)c1)Nc1ccnn1C1CCN(C(=O)CCN2CCCO2)CC1	x	3	0	2	-2	x	-4	-5

Among those listed so far, these have two or more sulfur atoms.
SMILES	EWS-Fli inh	PAX8 reporter	S100A4 MyoIIA	LGR2 inh	PglD inh	PGC1a acetyl inh	ERAP1 inh	FN deposit inh
CC(=O)N1CSCC1C(=O)NNS(=O)(=O)c1ccccc1 (stereo unspecified)	4	-13	-3	6	6	-2	x	2
Nc1nnc(SCC(=O)Nc2cc(S(=O)(=O)N3CCOCC3)ccc2N2CCCC2)s1	-1	-2	-4	-11	-2	6	-7	0
COc1cc(/C=N/NC(=O)c2ccc(NS(=O)(=O)c3cccs3)cc2)cc(OC)c1O	6	6	19	-7	-4	0	-2	-1

(next part)
SMILES	EWS-Fli inh	PAX8 reporter	S100A4 MyoIIA	LGR2 inh	PglD inh	PGC1a acetyl inh	ERAP1 inh	FN deposit inh
O=C(NNC1CC(=O)N(c2ccccc2)C1=O)c1cccnc1 (stereo unspecified)	-6	0	0	-8	x	x	1	-2
Clc1cccc(-c2nc(NCCCN3CCOCC3)c3ccccc3n2)c1	-1	21	4	1	4	-16	1	8
O=C(COC(=O)Cn1cnc2ccccc21)Nc1ccccc1C(F)(F)F	2	-15	-6	8	x	6	-2	1
Cc1c(C(=O)N2CCCC(C)(C(=O)NS(=O)(=O)C3CC3)C2)oc2ccccc12 (stereo unspecified)	-1	-19	-4	-3	-1	-8	11	0
C[C@@H]1CCCCO[C@H](CN(C)Cc2ccc(C(F)(F)F)cc2)[C@@H](C)CN([C@H](C)CO)C(=O)c2cc(NC(=O)Nc3ccc(C(F)(F)F)cc3)ccc2O1	-11	-9	x	11	2	2	x	-1
CC1=C(CC[C@@H](C)CO)OC2CC3C4CCC5CC(O)CCC5(C)C4CC(=O)C3(C)C12 (stereo partly specified)	1	x	-2	44	4	-17	-2	x
CCn1cc(C(=O)N[C@H](C(=O)NCCO)C(C)C)c(=O)c2cc3c(cc21)OCO3	2	-5	9	6	5	12	-9	3
CCC1(C)N(O)C(C)(C)C(c2ccc(F)cc2)=[N+]1[O-] (stereo unspecified)	x	8	x	x	0	9	x	3
